PTAP-TSG101 blk: inhibitors of HIV-1 PTAP binding to human TSG101, validation; Fluorescence polarization, FITC-PTAP peptide/Tsg101, 20 min; Potency, µM (highest dose often 115 µM), without a hit: at the top dose activity change, negative = inhibition, most hits filed as inhibitors; 44,000 tested, under 10 active; AID 1347069; note: potency is the fitted concentration of half-maximal effect; 0% is about no effect
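Fluorescence polarization: Tsg101 binding domain (10 uM final) in 10 mM HEPES pH 7.5, 0.15 M NaCl, 0.01% Tween 20, 3 mM EDTA, 0.1 mM TCEP; compounds pinned; FITC-PTAP peptide 50 nM final; 20 min, r.t.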
FH mod: Identification of activators of human fumarate hydratase by quantitative high-throughput screening; AID 1347055, 2019; 0.22% of 54,000 active; Potency, µM (titrated, usually from 79.9 µM), for the others: at the top dose activity change, negative = inhibition, actives largely listed as inhibitors; FH coupled MDH/diaphorase resazurin fluorescence, 15 min; Fumarate hydratase, mitochondrial (Homo sapiens), P07954; note: potency is the fitted concentration of half-maximal effect; % is set by controls: 0 for no effect and ±100 for the full control effect; the screen sought activators but most active calls are inhibition curves; nearly all actives have a fitted effect of over 45% in size
p53null 32C tox: kills p53 null cells at the permissive temperature. AID 903. H1299-neo p53 null cells, ATP luminescence, 24 h, 32C. Potency, µM (doses to about 46.1 µM), for inactives: at the top dose activity change, negative = cytotoxicity, actives largely listed as cytotoxic. 0.62% of 55,000 active;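 note: potency is the fitted concentration of half-maximal effect; 0% = DMSO only and -100% = full killing by 100 µM tamoxifen; nearly all actives have a fitted effect of over 55% in size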
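AC50 values derive from Hill modelling of qHTS concentration-response data (up to 46 uM) in H1299-neo cells. Cells were treated 24 h at 32C following overnight attachment at 37C; viability was read as cellular ATP.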
NTMT1 inh: blocks human N-terminal methyltransferase 1 activity; Q9BV86; NTMT1 MTase-Glo SAH luminescence, purified enzyme; Potency, µM (top dose mostly 114 µM), for inactives: at the top dose activity change, negative = inhibition, most hits filed as inhibitors; 2.5% of 59,000 active; AID 1645870;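 note: potency is the fitted concentration of half-maximal effect; plate controls were DMSO vehicle for no effect and no enzyme for full effect; nearly all actives have a fitted effect of over 65% in size; many of its hits are not listed in these tables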
Target sequence (Q9BV86 whole entry, looked up): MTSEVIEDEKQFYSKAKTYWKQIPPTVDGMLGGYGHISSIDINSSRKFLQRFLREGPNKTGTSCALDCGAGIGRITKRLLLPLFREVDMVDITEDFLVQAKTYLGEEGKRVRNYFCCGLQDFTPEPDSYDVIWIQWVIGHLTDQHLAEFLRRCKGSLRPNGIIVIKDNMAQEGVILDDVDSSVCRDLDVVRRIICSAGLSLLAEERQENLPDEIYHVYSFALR
p53null 39C tox: kills p53 null cells at the nonpermissive temperature; H1299 p53-null (neo) cells, 39C, ATPlite viability, 24 h; Potency, µM (series often up to 46.1 µM), for the others: top-dose activity, negative = cell killing, usual class: cytotoxic; 0.97% of 55,000 active; AID 904;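 note: potency is the fitted concentration of half-maximal effect; 0% = DMSO only and -100% = full killing by 100 µM tamoxifen; nearly all actives have a fitted effect of over 50% in size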
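Following overnight plating at 37C (600 cells/well), H1299-neo or H1299-p53A138V cells are dosed up to 46 uM. Incubation lasts 24 hr at 39C before ATP detection.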
B2AR arrestin ag: agonists recruiting beta-arrestin to human beta2-adrenergic receptor; P07550; 44,000 tested, under 10 active; AID 1347077; HTLA Tango cells, beta-arrestin recruitment, luciferase luminescence, 18 h; Potency, µM (titrated, usually from 46.1 µM), for inactives: at the top dose activation, actives largely listed as activators;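 note: potency is the fitted concentration of half-maximal effect; 0% = DMSO and full agonism = EC100 isoproterenol or metaproterenol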
Target sequence (P07550 whole entry, looked up): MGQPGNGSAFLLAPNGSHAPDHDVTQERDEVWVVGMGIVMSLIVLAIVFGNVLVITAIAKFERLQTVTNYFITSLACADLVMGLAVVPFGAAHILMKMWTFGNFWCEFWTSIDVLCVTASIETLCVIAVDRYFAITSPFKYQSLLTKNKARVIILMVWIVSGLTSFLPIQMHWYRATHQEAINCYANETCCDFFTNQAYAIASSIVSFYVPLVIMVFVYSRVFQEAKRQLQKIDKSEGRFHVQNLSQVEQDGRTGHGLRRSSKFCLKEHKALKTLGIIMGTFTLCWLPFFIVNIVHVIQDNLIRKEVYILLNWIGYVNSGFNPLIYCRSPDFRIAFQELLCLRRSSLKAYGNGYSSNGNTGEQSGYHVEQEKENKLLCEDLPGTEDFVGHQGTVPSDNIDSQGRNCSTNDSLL
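Tango cells (recombinant beta2-AR, beta-arrestin, tTA-driven luciferase), 1500/well in DMEM 1% FBS, treated 18 h at 37 °C with compounds up to 46 µM; luciferin mix added, luminescence read after 15 min; %activity curves fitted and curve-classed.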
GALK inh: inhibits human galactokinase | P51570 | AID 1347072 | 44,000 tested, under 10 active | recombinant GALK, Kinase-Glo ATP luminescence, 1 h | Potency, µM (titrated, usually from 57.5 µM), inactives show top-dose activity, negative = inhibition, actives largely listed as inhibitors;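 note: plate controls were full GALK reaction for no effect and reaction lacking GALK for full effect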
Target sequence (P51570 whole entry, looked up): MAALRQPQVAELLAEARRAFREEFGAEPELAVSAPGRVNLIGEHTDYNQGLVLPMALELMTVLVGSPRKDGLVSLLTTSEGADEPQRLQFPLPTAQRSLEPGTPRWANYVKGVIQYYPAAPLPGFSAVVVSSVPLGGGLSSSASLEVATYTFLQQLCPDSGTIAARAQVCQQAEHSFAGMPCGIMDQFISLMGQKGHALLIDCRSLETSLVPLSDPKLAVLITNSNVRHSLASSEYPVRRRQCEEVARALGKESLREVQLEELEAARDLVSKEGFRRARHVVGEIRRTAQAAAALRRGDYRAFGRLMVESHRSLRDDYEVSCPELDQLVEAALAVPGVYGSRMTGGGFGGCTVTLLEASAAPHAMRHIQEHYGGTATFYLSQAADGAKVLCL
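Human GALK (5 nM) was incubated with 35 uM ATP and 100 uM galactose in 20 mM HEPES pH 8.0 with MgCl2, NaCl, DTT and BSA for 1 h at room temperature. Remaining ATP was measured by Kinase-Glo Plus luminescence.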
* hit, by the source's call; u = inconclusive; x = not tested or not shown; [ ] = another dose, or the depositor's remark. Calls come from the whole dose curve; as a rule, active = well fitted curve in the direction sought with a large enough effect; inconclusive = small, poorly fitted or top-dose-only effect, or another doubt; inactive = no such curve, though single readings can be large; an effect the other way counts as inactive or inconclusive. Only part of the results is shown (hit frequency here may not be typical).

smiles | PTAP-TSG101 blk | B2AR arrestin ag | p53null 39C tox | NTMT1 inh | p53null 32C tox | GALK inh | FH mod
CCOC(=O)c1ccc(NC(=O)c2c(NCc3sccc3C)sc3c2CCCCC3)cc1 | -1.7% | 0.4% | 17.3% | u | 16.8% | -1.5% | -29.9%
CCN1C(=O)C(Cc2nc3ccccc3c(=O)n2-c2ccc(OC)cc2)c2cc(C)ccc21 (stereo unspecified) | -0.5% | -1.7% | -6.4% | 3.7% | 5.3% | -4.7% | -26.6%
COc1ccc(C(=O)CCC(=O)Nc2ccc(C)c(Cl)c2)cc1 | -4.5% | 0.8% | 11.8% | 1.1% | 2.7% | 0.3% | -24.0%
COc1ccc(N2CCN(C(=O)c3cc(NS(=O)(=O)c4ccc(F)cc4)ccn3)CC2)cc1 | -3.5% | -0.3% | -10.5% | 9.1% | -0.7% | 0.9% | -7.8%
O=C(CCn1c(=O)c2cccn2c2cccnc21)N1CCN(c2cccc(Cl)c2)CC1 | 0.6% | 1.1% | -4.0% | -6.4% | 11.5% | -0.3% | -4.0%
CN(C1CCCCC1)S(=O)(=O)c1ccc2c(c1)c(=O)c(C(=O)NCCc1ccc(Cl)cc1)cn2C | -2.4% | -1.7% | 13.2% | 0.3% | 10.8% | 1.0% | -24.2%
CCOc1ccc(C2C(C(=O)Nc3ccccc3OC)=C(C)Nc3c(C(=O)Nc4cccc(C)c4)cnn32)cc1 (stereo unspecified) | -3.7% | 0.5% | -11.3% | 2.6% | -0.2% | -1.2% | -19.5%
COc1ccc(CCNC(=O)CS(=O)(=O)Cc2nc(-c3cccc(Cl)c3)oc2C)cc1OC | -4.2% | 1.0% | -13.0% | u | 0.4% | -1.3% | -1.3%
Cc1cc(C)cc(-n2c(SCC(=O)Nc3cccc(F)c3)nc3c([nH]c4ccccc43)c2=O)c1 | 1.6% | 0.1% | 10.0% | -2.0% | -3.3% | u | 5.4%
CCC(=O)N1CCc2cc(S(=O)(=O)NC(C(=O)NCc3ccccc3Cl)C(C)C)ccc21 (stereo unspecified) | -7.9% | 0.0% | 0.6% | -8.3% | -1.9% | 8.2% | 29.1%
CCCN(C(=O)C1CCN(S(=O)(=O)c2c(C)noc2/C=C/c2ccc(C)cc2)CC1)c1ccccc1F | -11.3% | -0.7% | 10.3% | 4.8% | -5.2% | -1.7% | -11.4%
CSc1oc(-c2ccc(F)cc2)nc1S(=O)(=O)c1ccc(Br)cc1 | -2.1% | 0.8% | -6.7% | -18.1% | -3.6% | 5.8% | -14.3%

Compounds listed so far containing an aryl methoxy group:
smiles | PTAP-TSG101 blk | B2AR arrestin ag | p53null 39C tox | NTMT1 inh | p53null 32C tox | GALK inh | FH mod
CCN1C(=O)C(Cc2nc3ccccc3c(=O)n2-c2ccc(OC)cc2)c2cc(C)ccc21 (stereo unspecified) | -0.5% | -1.7% | -6.4% | 3.7% | 5.3% | -4.7% | -26.6%
COc1ccc(C(=O)CCC(=O)Nc2ccc(C)c(Cl)c2)cc1 | -4.5% | 0.8% | 11.8% | 1.1% | 2.7% | 0.3% | -24.0%
COc1ccc(N2CCN(C(=O)c3cc(NS(=O)(=O)c4ccc(F)cc4)ccn3)CC2)cc1 | -3.5% | -0.3% | -10.5% | 9.1% | -0.7% | 0.9% | -7.8%
CCOc1ccc(C2C(C(=O)Nc3ccccc3OC)=C(C)Nc3c(C(=O)Nc4cccc(C)c4)cnn32)cc1 (stereo unspecified) | -3.7% | 0.5% | -11.3% | 2.6% | -0.2% | -1.2% | -19.5%
COc1ccc(CCNC(=O)CS(=O)(=O)Cc2nc(-c3cccc(Cl)c3)oc2C)cc1OC | -4.2% | 1.0% | -13.0% | u | 0.4% | -1.3% | -1.3%

The list goes on:
smiles | PTAP-TSG101 blk | B2AR arrestin ag | p53null 39C tox | NTMT1 inh | p53null 32C tox | GALK inh | FH mod
COc1ccc(-n2c(=O)c3c4c(sc3n3c(SCCC(C)C)nnc23)COC(C(C)C)C4)cc1 (stereo unspecified) | -10.0% | -1.7% | 17.6% | -9.3% | 12.4% | 2.7% | -8.2%
COc1ccc(NC(=O)c2cc(S(=O)(=O)N3CCOCC3)cn2C)cc1Cl | -1.1% | -0.8% | 14.6% | 12.3% | 2.7% | 1.6% | -8.8%
CCOC(=O)C1CCN(C(=O)c2cc3ccc4ccc(C)[nH]c4c3n2)CC1 | -6.4% | 0.1% | -14.9% | -13.6% | -7.3% | 2.0% | -25.0%
O=C(c1nc(-c2ccc(Cl)cc2)n2c1CCCCC2)N1CCN(c2ccccc2F)CC1 | -5.6% | -0.9% | -1.0% | -8.3% | -10.5% | -0.1% | -16.2%
O=C1CC(c2ccccc2)Cc2[nH]c(=O)c(C(=O)Nc3cccc(F)c3)cc21 (stereo unspecified) | 0.1% | 1.0% | -0.8% | 0.3% | 15.9% | -1.6% | -6.3%
Cc1ccc(S(=O)(=O)C(CNC(=O)c2ccccc2F)c2cccs2)cc1 (stereo unspecified) | -7.1% | 0.0% | 6.8% | u | -5.6% | 4.6% | 5.9%
CCc1cccc(C)c1NC(=O)Cn1cc2c(n1)CCCCC2 | 1.0% | -2.3% | -0.9% | 5.7% | -5.0% | -0.2% | -8.5%
COc1ccc(OC(=O)CSc2nnc(-c3ccc(F)cc3)o2)cc1 | 2.2% | -1.9% | -28.3% | -4.8% | 8.4% | 2.9% | -13.4%
COc1ccc(Cl)cc1NC(=O)CN1C(=O)CSc2ccc(S(=O)(=O)N3CCCC3)cc21 | 10.1% | 0.9% | -2.3% | 0.3% | 9.9% | 2.4% | -19.0%
CCOC(=O)c1c(SCC(=O)Nc2cccc(C)c2C)nc(=O)[nH]c1C | -0.6% | -2.7% | -1.7% | -2.4% | -3.8% | -1.0% | -27.6%
CCOC(=O)c1c(C)n(-c2ccccc2)c2ccc(OC(=O)c3ccccc3Cl)cc12 | -1.9% | 0.5% | -6.4% | 18.7% | 3.2% | -19.6% | -14.1%
Cc1ccc(NC(=O)C2CCCN(S(=O)(=O)c3ccc4c(c3)CCCC(=O)N4)C2)cc1N(C)C (stereo unspecified) | 0.0% | -0.1% | -11.3% | -14.5% | -6.1% | -0.1% | -14.7%
O=C(Nc1ccc2nc(SCC(=O)N3CCc4ccccc43)sc2c1)c1ccccc1F | 0.7% | -3.7% | -11.0% | 15.5% | 2.9% | 2.8% | -1.6%
CCc1nn(CC(=O)NCc2ccc(C)cc2)c(=O)c2cc3occc3n12 | -4.3% | -2.9% | -2.2% | -11.9% | 2.0% | -0.7% | -0.1%
CCc1ccccc1NC(=O)C1CCN(c2nc3ccccc3[nH]2)CC1 | -7.6% | 1.9% | -15.4% | 13.8% | 3.2% | -3.7% | -2.1%
Cc1ccc(Cl)cc1NC(=O)c1cccc(NC(=O)N2CCSc3ncccc32)c1 | -5.6% | 1.1% | -4.3% | 0.8% | 4.5% | -0.1% | -12.1%
Cc1nn2c(=O)cc(COC(=O)c3cccc(NC(=O)CCc4ccccc4)c3)nc2s1 | -0.9% | 0.4% | -4.5% | 8.0% | -14.6% | 0.7% | 4.6%
CCc1ccc(Nc2ncnc3c2cnn3-c2cc(Cl)ccc2C)cc1 | -4.0% | 0.7% | 34.4%[activator] | -11.6% | -7.4% | 4.9% | u
CCOc1ccc(S(=O)(=O)NCc2cccn2Cc2cccc(C)c2)cc1 | -5.5% | 1.2% | -8.2% | u | 1.5% | -2.5% | -21.0%
CCC(=O)C1=C(c2ccc(C)cc2)N(C(=O)CC)n2c(nnc2C2CCCCC2)S1 | -1.1% | -3.9% | -8.7% | -3.2% | 6.0% | 0.3% | -0.7%
COc1ccc2c(CNCCc3cccs3)c(C(=O)O)n(Cc3cccc(F)c3)c2c1 | 0.3% | 0.1% | -4.0% | -4.9% | 4.3% | -0.6% | u
COc1cccc(NC(=O)CSCn2nnc3c(=O)[nH]c(Cc4ccc(F)cc4)nc32)c1 | -9.1% | -0.9% | -9.8% | -3.5% | -0.8% | 3.9% | 15.6%
COC(=O)c1ccc(NC(=O)CCc2c(C)nn(-c3ccc(N4CCCCC4)nn3)c2C)cc1 | -0.4% | 5.6% | u | x | u | 1.7% | x
Cc1ccc(S(=O)(=O)N2CCN(Cc3ccc4c(c3)OCO4)CC2)cc1 | 3.6% | 0.5% | 20.2% | u | 5.7% | -0.2% | -18.1%
Cc1ccccc1-c1nc(CS(=O)CC(=O)NCCc2ccc(Cl)cc2)c(C)o1 (stereo unspecified) | 0.5% | -1.6% | -1.0% | -1.7% | 6.5% | 0.3% | -0.4%
CCOC(=O)N1CCC(NC(=O)c2ccc3c(c2)N(Cc2ccc(Cl)cc2)C(=O)c2ccccc2S3(=O)=O)CC1 | -0.2% | 0.4% | 12.6% | 19.5% | -1.1% | -2.3% | -13.7%
CCC(C)NC(=O)Cn1c(=O)n(Cc2ccc(C(=O)NCc3ccc(C)cc3)cc2)c(=O)c2ccccc21 (stereo unspecified) | -7.0% | -2.3% | -27.8% | u | u | 0.3% | -10.0%
COc1ccc(CCNC(=O)c2ccc(Cn3c(SCC(=O)NCCC(C)C)nc4cc5c(cc4c3=O)OCO5)cc2)cc1OC | 2.1% | -3.2% | 21.4% | 0.7% | -3.8% | 0.2% | -0.1%
COc1ccc(CCNC(=O)Cn2cc(C(=O)c3ccccc3)c(=O)c3ccc(C)nc32)cc1OC | 9.4% | 2.3% | 0.8% | -3.4% | 9.7% | 2.7% | -16.2%
Cc1ccc2oc(-c3ccc(Cl)c(NC(=O)c4ccc(OC(C)C)cc4)c3)nc2c1 | 3.1% | -1.3% | 13.9% | x | 0.8% | -0.1% | x
CNS(=O)(=O)c1cn(CC(=O)N2CCN(c3ccc(OC)cc3)CC2)cc1S(=O)(=O)NC | 1.7% | -0.4% | 26.3% | -6.8% | -3.0% | u | 10.1%
COC(=O)c1ccc(NC(=O)C(=O)NCC(c2cccnc2)N2CCc3ccccc32)cc1 (stereo unspecified) | 0.4% | 1.0% | -7.4% | -5.2% | 1.3% | -9.9% | -29.1%
COc1ccc(NC(=O)CNS(=O)(=O)c2cccs2)c(OC)c1 | -4.4% | 0.4% | 7.2% | -0.7% | 11.1% | -0.8% | 1.0%
COc1ccccc1CNC(=O)c1ccc2nc(-c3ccccc3)c(-c3ccccc3)nc2c1 | -2.2% | -1.5% | 22.1% | -0.1% | -3.0% | -0.9% | -16.8%
Cc1cccc(N2CCN(C(=O)Cn3c(=O)c4cccn4c4ccc(F)cc43)CC2)c1C | -0.7% | -0.3% | u | -3.8% | 3.9% | -1.2% | -15.0%
Cc1ccc(NC(=O)Cn2cc(S(=O)(=O)c3ccc(F)cc3)c(=O)c3cc4c(cc32)OCO4)cc1 | -1.1% | 0.6% | -5.6% | -1.9% | 6.7% | -10.9% | 0.2%

Screening data: PubChem BioAssay, National Center for Advancing Translational Sciences (NCATS)
